High-throughput results: PubChem BioAssay, National Center for Advancing Translational Sciences (NCATS)
MCF10A rerep = A quantitative high throughput screen for small molecules that induce DNA re-replication in MCF 10a normal breast cells. MCF 10A DNA re-replication, Hoechst nuclear intensity, 48 h. Potency, µM (doses to about 46.1 µM), without a hit: top-dose activity, positive = re-replication, usual class: activators. 2.9% of 350,000 active. AID 624296, 2012; further: potency means the concentration at half of the fitted maximal effect; % of control where 0% means no effect; nearly all actives have a fitted effect of over 50% in size
SW480 rerep = A quantitative high throughput screen for small molecules that induce DNA re-replication in SW480 colon adenocarcinoma cells. SW480 DNA re-replication, Hoechst DNA content imaging, 48 h. Potency, µM (highest dose often 46.1 µM), for the others: at the top dose re-replication activation, usual class: activators. 1.8% of 340,000 active. AID 624297, 2012; further: potency means the concentration at half of the fitted maximal effect; % of control where 0% means no effect; nearly all actives have a fitted effect of over 55% in size
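Cells (250 per well) received 23 nL compound or DMSO by pin tool and were kept 48 hr at 37 C, 5% CO2. Nuclei were then stained with Hoechst for 40 min and scanned for DNA content.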
ATXN2 expr inh = Primary qHTS for Inhibitors of ATXN expression. 0.72% of 360,000 active. HEK-293 ATXN2-luciferase reporter, luminescence, 24 h. Potency, µM (doses to about 57 µM), for the others: at the top dose activity change, negative = inhibition, most hits filed as inhibitors. AID 1745845, 2022; further: potency means the concentration at half of the fitted maximal effect; on the % scale 0 is the no-effect control and ±100 the full control effect; nearly all actives have a fitted effect of over 55% in size
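ATXN2-luciferase reporter cells (luciferase flanked by upstream and downstream ATXN2 gene portions) were treated 24 h at 37 °C with compounds at up to 57 uM. SteadyGlo luminescence gave expression; GF-AFC fluorescence gave viability.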
ATXN viability = Viability Counterscreen for Primary qHTS for Inhibitors of ATXN expression; 0.49% of 400,000 active; Potency, µM (highest dose often 56.7 µM), actives largely listed as cytotoxic; S2 cells (HEK-293 line with an ATXN2-luciferase reporter) viability, CellTiter-Fluor protease fluorescence, 24 h; further: potency means the concentration at half of the fitted maximal effect; nearly all actives have a fitted effect of over 40% in size
HT1080-NT tox = qHTS for induction of synthetic lethality in tumor cells producing 2HG: qHTS for the HT-1080-NT fibrosarcoma cell line | HT-1080-NT fibrosarcoma viability, CellTiter-Glo ATP luminescence, 48 h | Potency, µM (top dose mostly 46.1 µM), for inactives: at the highest dose activity, negative = less viability, usual class: cytotoxic | 1.6% of 360,000 active;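 further: NT is the 2HG producing partner of a matched IDH1 knockdown line; potency means the concentration at half of the fitted maximal effect; 0% = DMSO-treated cells and -100% = media-only wells without cells; nearly all actives have a fitted effect of over 55% in size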
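Viability of the 2HG-overproducing fibrosarcoma line after 48 hours of compound exposure at 37 degrees C was determined by luminescence with CellTiter-Glo, and concentration-effect curves were then fitted and categorized.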
HT1080 IDH1KD tx = qHTS for induction of synthetic lethality in tumor cells producing 2HG: qHTS for the HT-1080-IDH1KD cell line. Potency, µM (titrated, usually from 46.1 µM), for the others: top-dose activity, negative = toxicity, most hits filed as cytotoxic. HT-1080 IDH1 knockdown viability, ATP luminescence, 48 h. 2% of 360,000 active;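 further: potency means the concentration at half of the fitted maximal effect; 0% = DMSO wells and -100% = cell-free medium wells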
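Viability of IDH1-knockdown HT-1080 fibrosarcoma cells was assessed by CellTiter-Glo after 48 h at 37 °C with titrated compound; concentration-effect curves were classified by fit quality and response size.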
KB-V1 MDR tox = qHTS assay for MDR1-selective chemotherapeutics: Primary screen using the drug-selected MDR subline cells KB-V1; KB-V1 MDR cells viability, CellTiter-Glo, 72 h; Potency, µM (highest dose often 46.1 µM), inactives show at the top dose activity change, negative = cytotoxicity, usual class: cytotoxic; 3.4% of 400,000 active; further: potency means the concentration at half of the fitted maximal effect; on the % scale 0 is the no-effect control and ±100 the full control effect; nearly all actives have a fitted effect of over 60% in size
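Cells of the MDR subline KB-V1 are plated, dosed with compound at multiple concentrations, and incubated 72 h at 37 degrees C; CellTiter-Glo is then added and luminescence read after 10 min.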
IL-1B inflam inh = qHTS for Inhibitors of Inflammasome Signaling: IL-1-beta AlphaLISA Primary Screen; 4.7% of 360,000 active; AID 743279, 2014; activity change, % at 57.5 µM; THP-1 LPS/ATP IL-1B secretion, AlphaLISA, 16 h; stronger effect = lower value; in the data active means activity change below about -50%; inconclusive means mostly about -30% to -49%; further: on the % scale 0 is the no-effect control and ±100 the full control effect
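THP-1 cells pretreated 1 hr with compounds (up to 57.5 uM final), then stimulated with LPS (250 ng/mL final) plus ATP (1.25 mM final); secreted IL-1B measured by AlphaLISA after 16 hr, decreased signal indicating inhibition.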
KB-3-1 cytotox = qHTS assay for MDR1-selective chemotherapeutics: Primary screen using the parental adenocarcinoma cell KB-3-1 | KB-3-1 viability, CellTiter-Glo ATP luminescence, 72 h | Potency, µM (highest dose often 46.1 µM), inactives show top-dose activity change, negative = cytotoxic, actives largely listed as cytotoxic | 1.4% of 400,000 active; further: potency means the concentration at half of the fitted maximal effect; on the % scale 0 is the no-effect control and ±100 the full control effect; nearly all actives have a fitted effect of over 60% in size
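Screening of KB-3-1 cells (DMEM, 10% FBS, phenol-red free) ran from lowest to highest compound concentration; after 72 h at 37 °C viability was read luminescently and curves fitted.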
* = called active by the depositor; i = inactive; u = inconclusive; x = no result given; [ ] = dose if it differs, or a comment. Unless noted, the call rests on the fitted dose curve; in most records, active means well fitted curve in the direction sought with a large enough effect; inconclusive means small, poorly fitted or top-dose-only effect, or another doubt; inactive means no such curve, though single readings can be large; an effect the other way counts as inactive or inconclusive.

SMILES | MCF10A rerep | SW480 rerep | ATXN2 expr inh | ATXN viability | HT1080-NT tox | HT1080 IDH1KD tx | KB-V1 MDR tox | IL-1B inflam inh | KB-3-1 cytotox
COc1cccc(-c2cc(C(=O)Nc3cc(OC)c(OC)c(OC)c3)on2)c1 | x | x | u | u | x | x | u | x | 9.2µM*
O=C(Nc1ccccc1N1CCOCC1)c1cc(Br)c(Br)s1 | 0% | 0% | -14% | x | 8% | 22% | 2% | -4 | -6%
COc1ccc(NC(=O)c2cn(C)c(=O)c3cc(OC)c(OC)cc23)cc1OC | 1% | 4% | 2% | i | -3% | -2% | 13% | 30 | 18%
CCc1ccc(NC(=O)COC(=O)c2ccc(Cl)c(S(=O)(=O)N3CCCCCC3)c2)cc1 | -1% | 0% | 8% | i | 1% | -1% | 0% | 25 | -3%
COCCn1nnnc1C(c1cc(OC)ccc1OC)N1CCc2ccccc2C1 (stereo unspecified) | 14% | -1% | -9% | i | -1% | 1% | -8% | -16 | 5%
O=C(C1CCCN1S(=O)(=O)c1cccc2cccnc12)N1CCc2ccccc2C1 (stereo unspecified) | 16% | 3% | 5% | u | 7% | 0% | u | -15 | 10%
Cc1ccc(-n2nc3c(=O)n(C(C)C(=O)NCc4ccccc4Cl)nc(C)c3c2C)cc1 (stereo unspecified) | 11% | -7% | -13% | i | -4% | -8% | -9% | -3 | u
Cc1ccc(NC(=S)Nc2ccccn2)c(C)c1 | 11% | 3% | 32% | i | u | -9% | -26% | -11 | -11%
Cc1nn(-c2ccccc2)c(Cl)c1/C=N/Nc1nc2ccccc2n1C | u | u | x | u | -29% | u | -5% | 6 | -14%
CNC(=O)c1ccc2nc(Cc3ccccc3)oc2c1 | x | x | 6% | u | x | x | 1% | x | -1%
O=S(=O)(/N=C(/Nc1ccccn1)c1ccccc1)c1ccc(Cl)cc1 | 0% | -4% | 7% | i | 7% | -8% | 15µM* | 21 | 8%
COc1cccc(NC(=O)Cn2cc3c(n2)CCCCC3)c1 | 0% | -2% | 4% | i | 9% | 12% | 4% | 16 | -1%
CC(=O)c1ccc(NC(=O)N2CCN(c3cccc(Cl)c3)CC2)cc1 | u | -1% | -7% | i | 11% | 7% | 23µM* | -15 | -26%
COc1ccc(CNC(=O)NC(C)(C)c2cccc(C(C)(C)NC(=O)NCc3ccc(OC)cc3)c2)cc1 | -29% | u | -12% | i | -26% | -16% | 0% | 23 | 2%
CCCCNS(=O)(=O)c1ccc2c(c1)oc(=O)n2CC(=O)OCC | 1% | -2% | -5% | i | 0% | 1% | 4% | 16 | 7%
c1ccc(-n2c(SCc3nc(-c4cccs4)no3)nnc2-c2ccco2)cc1 | 6% | -5% | -10% | i | u | 13% | u | -75* | -6%
C[C@@H]1CN=C2N(CCNC(=O)CCC3CCCCC3)[C@H](Cc3ccc(O)cc3)CN21 | -14% | 1% | 4% | i | -3% | 3% | 0% | 12 | 1%
CCC(C)NC(=O)C1CCN(S(=O)(=O)c2cccs2)CC1 (stereo unspecified) | 6% | -4% | u | u | 11% | 13% | -2% | 10 | 1%
O=C(Cn1cnc2scc(-c3cccc([N+](=O)[O-])c3)c2c1=O)NCc1ccco1 | -4% | -1% | -18%[11.3 µM] | i | -7% | -2% | -15% | 11 | 25%
CC(CCc1ccccc1)NC(=O)CN(C)Cc1ccccc1F (stereo unspecified) | 1% | 3% | -4% | i | -2% | -3% | -1% | -74* | u

Continued, overlapping the part above by four compounds.
SMILES | MCF10A rerep | SW480 rerep | ATXN2 expr inh | ATXN viability | HT1080-NT tox | HT1080 IDH1KD tx | KB-V1 MDR tox | IL-1B inflam inh | KB-3-1 cytotox
C[C@@H]1CN=C2N(CCNC(=O)CCC3CCCCC3)[C@H](Cc3ccc(O)cc3)CN21 | -14% | 1% | 4% | i | -3% | 3% | 0% | 12 | 1%
CCC(C)NC(=O)C1CCN(S(=O)(=O)c2cccs2)CC1 (stereo unspecified) | 6% | -4% | u | u | 11% | 13% | -2% | 10 | 1%
O=C(Cn1cnc2scc(-c3cccc([N+](=O)[O-])c3)c2c1=O)NCc1ccco1 | -4% | -1% | -18%[11.3 µM] | i | -7% | -2% | -15% | 11 | 25%
CC(CCc1ccccc1)NC(=O)CN(C)Cc1ccccc1F (stereo unspecified) | 1% | 3% | -4% | i | -2% | -3% | -1% | -74* | u
CC(C)CNC(=O)NC(=O)COC(=O)c1cc(F)cc(F)c1 | -2% | -4% | 14% | i | 16% | 18% | 1% | 7 | -1%
Cc1ccc(C)c(S(=O)(=O)Nc2ccc(O)c(Sc3ncn[nH]3)c2)c1 | 5% | -5% | 6% | i | -1% | -2% | 2% | -7 | 6%
COc1ccc(C2(O)CCN(CC(=O)Nc3nc(-c4ccccc4)cs3)CC2)cc1 | 20% | 8% | -3%[11.3 µM] | u | u | u | u | -98* | u
Nc1ncc(Br)cc1S(=O)(=O)NCCC(=O)NC1CCCCC1 | -3% | 4% | 4% | i | -2% | 0% | -9% | 29 | -14%
COc1ccc(CNC(=O)CN(Cc2ccco2)C(=O)CCC(=O)Nc2ccccn2)cc1 | 1% | -20% | -5% | i | 0% | 1% | 0% | 4 | 15%
C[C@@H]1CN([C@H](C)CO)C(=O)CCCn2nncc2CO[C@@H]1CN(C)S(=O)(=O)c1cn(C)cn1 | x | x | -10% | i | -8% | -3% | 7% | 8 | -12%
NC1=NC(=O)/C(=C\c2cccs2)S1 | -1% | -13% | 18% | i | 1% | -8% | 13% | 38 | 9%
COC1=C(NCc2ccc3c(c2)OCO3)C(=O)C(OC)=C(NCc2ccc3c(c2)OCO3)C1=O | -7% | -1% | -21% | i | -1% | 17% | 20% | -14 | -1%
COc1ccc(NC(=S)N(CCN2CCOCC2)Cc2ccccc2F)cc1 | 5% | 0% | -6% | i | -1% | 2% | u | 2 | -7%
CC1=Nc2cc(C(=O)N3CCCC3)ccc2Sc2c(C)ccc(C)c21 | 25% | 0% | x | i | -6% | -23% | -3% | -7 | u
COc1ccc(NC(=S)Nc2ccc3cn[nH]c3c2)cc1 | 18% | u | 39%[activator] | i | 13% | 12% | 10% | -8 | 5%
O=C(COc1ccc(-c2nnco2)cc1)NCc1ccccc1Cl | 5% | -12% | 8% | i | -13% | -13% | -8% | -1 | 3%
COc1ccc(Cc2nc3ccc(C(=O)N(C)CCO)cc3o2)cc1 | 3% | 1% | 25% | i | 7% | 12% | -10% | 4 | 5%
COC(=O)c1ccc(OCC2c3cc(OC)c(OC)cc3CCN2C(=O)COc2ccc(Cl)cc2)cc1 (stereo unspecified) | x | x | 6% | i | x | x | 1% | x | 10%
O=[N+]([O-])c1cccc(-c2noc(-c3cccs3)n2)c1 | 9% | -13% | x | i | 6% | 5% | 6% | 21 | -1%
Cn1nnnc1SCCNC(=O)C1CCC(=O)N(CCc2cccc(F)c2)C1 (stereo unspecified) | -3% | 1% | x | i | -8% | -1% | -1% | 0 | -1%
COc1ccc(C=O)cc1CN1CCCN(Cc2ccccc2F)S1(=O)=O | 10% | -5% | 0% | i | -2% | -15% | 0% | u | 4%
O=C(/C=C/c1ccc(Cl)cc1)NC(=S)Nc1ccc(NC(=O)c2ccco2)cc1 | 10% | 6% | -9% | i | u | u | -25% | -6 | -16%
COc1nnc(-c2ccc(N3CCCCC3)c(NC(=O)c3ccc(C)cc3)c2)c2ccccc12 | x | x | 13% | i | x | x | 0% | x | -6%
Cc1ccc(C)c(CNc2ccc(S(=O)(=O)N3CCCCC3)cc2)c1 | 4% | 2% | x | i | -27% | -7% | 0% | -15 | u

Copied from the entries so far (4 entries):
SMILES | MCF10A rerep | SW480 rerep | ATXN2 expr inh | ATXN viability | HT1080-NT tox | HT1080 IDH1KD tx | KB-V1 MDR tox | IL-1B inflam inh | KB-3-1 cytotox
CC(C)CNC(=O)NC(=O)COC(=O)c1cc(F)cc(F)c1 | -2% | -4% | 14% | i | 16% | 18% | 1% | 7 | -1%
Cc1ccc(C)c(S(=O)(=O)Nc2ccc(O)c(Sc3ncn[nH]3)c2)c1 | 5% | -5% | 6% | i | -1% | -2% | 2% | -7 | 6%
COc1ccc(C2(O)CCN(CC(=O)Nc3nc(-c4ccccc4)cs3)CC2)cc1 | 20% | 8% | -3%[11.3 µM] | u | u | u | u | -98* | u
Nc1ncc(Br)cc1S(=O)(=O)NCCC(=O)NC1CCCCC1 | -3% | 4% | 4% | i | -2% | 0% | -9% | 29 | -14%

Following part:
SMILES | MCF10A rerep | SW480 rerep | ATXN2 expr inh | ATXN viability | HT1080-NT tox | HT1080 IDH1KD tx | KB-V1 MDR tox | IL-1B inflam inh | KB-3-1 cytotox
Cc1ccc(NC(=O)CCS(=O)(=O)c2cc3c(cc2Cl)NC(=O)CO3)cc1 | 0% | 2% | x | u | -4% | 0% | -9% | -12 | -5%
CC(=O)/C(N=Nc1cccc(C(F)(F)F)c1)=C(\C)O | -14% | 1% | -5% | i | 14% | 14% | 26% | 16 | 22%
CC1(C)Cc2c(sc(NC(=O)C3CC(Cl)=CCC3C(=O)O)c2C#N)CO1 (stereo unspecified) | u | 3% | 7% | i | 3% | 5% | -5% | 20 | 1%
COCCNc1nc2cc(-c3ccc(C)cc3)sc2c(=O)n1C | x | x | 79%[activator] | i | 5% | 20% | u | 12 | -12%
CN(C)CCNC(=O)c1cccc(-c2cnc3c(NC=O)cc(-c4ccc(C(=O)N5CCOCC5)cc4)cn23)c1 | x | x | 6% | u | 17% | 1% | 3% | -5 | u
